Screening data deposited in PubChem BioAssay by National Center for Advancing Translational Sciences (NCATS).
PKM2 act: qHTS Assay for Activators of Human Muscle isoform 2 Pyruvate Kinase; purified PKM2, Kinase-Glo ATP luminescence, activation; response scale: 0% is enzyme alone, no compound; Pyruvate kinase PKM (Homo sapiens), P14618; Potency, µM (series often up to 57.5 µM), without a hit: at the highest dose activation, actives largely listed as activators; 0.34% of 260,000 active; AID 1631, 2009; also: potency is read from the fitted curve at half-maximal effect; nearly all actives have a fitted effect of over 55% in size
Target sequence (P14618 whole entry, looked up, canonical isoform): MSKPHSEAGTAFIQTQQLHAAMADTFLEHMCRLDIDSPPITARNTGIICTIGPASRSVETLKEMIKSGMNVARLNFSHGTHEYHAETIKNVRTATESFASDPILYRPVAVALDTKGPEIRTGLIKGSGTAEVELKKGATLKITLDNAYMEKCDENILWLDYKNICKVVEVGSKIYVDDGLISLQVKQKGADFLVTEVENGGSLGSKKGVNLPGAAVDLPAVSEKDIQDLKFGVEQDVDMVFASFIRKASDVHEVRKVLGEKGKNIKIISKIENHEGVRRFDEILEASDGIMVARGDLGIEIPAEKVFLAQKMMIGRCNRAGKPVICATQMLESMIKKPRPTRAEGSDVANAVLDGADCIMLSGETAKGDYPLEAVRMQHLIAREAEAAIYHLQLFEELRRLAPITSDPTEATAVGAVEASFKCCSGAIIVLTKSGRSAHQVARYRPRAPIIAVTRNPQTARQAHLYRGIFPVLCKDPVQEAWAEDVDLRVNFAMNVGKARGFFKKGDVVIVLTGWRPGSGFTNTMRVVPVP
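Purified hPK-M2 (>95% pure) converted ADP (0.1 mM final) to ATP with 0.5 mM PEP in 50 mM imidazole pH7.2, KCl, MgCl2, Tween 20, BSA; 1 h at room temperature. ATP detected by Kinase-Glo luminescence.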
FBPA coupling cs: qHTS Assay for Inhibitors of Fructose-1,6-bisphosphate Aldolase from Giardia Lamblia: Coupling assay counterscreen | coupling enzyme system counterscreen, AmpLite Red fluorescence | activity change, negative = inhibition, % at 58.2 µM, hits read low | 0.67% of 290,000 active; in the data active = activity change below about -30%
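Final compound at 57.5 uM, incubated 10 min at RT with coupling enzyme reagent (glyceraldehyde-3-phosphate), then 20 min with substrate and AmpLite Red detection. Fluorescence read at 525/598 nm; tests interference with the coupling assay, not aldolase inhibition.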
Eya2 phos inh: qHTS Assay for Inhibitors of the Phosphatase Activity of Eya2; Protein phosphatase EYA2 (Homo sapiens), O00167; recombinant Eya2, OMFP fluorescence dephosphorylation (OMFP is methylfluorescein phosphate); Potency, µM (series often up to 76.9 µM), without a hit: at the highest dose activity, negative = inhibition, most hits filed as inhibitors; 0.006% of 330,000 active; AID 488837, 2010; also: potency is read from the fitted curve at half-maximal effect
Target sequence (O00167 whole entry, looked up): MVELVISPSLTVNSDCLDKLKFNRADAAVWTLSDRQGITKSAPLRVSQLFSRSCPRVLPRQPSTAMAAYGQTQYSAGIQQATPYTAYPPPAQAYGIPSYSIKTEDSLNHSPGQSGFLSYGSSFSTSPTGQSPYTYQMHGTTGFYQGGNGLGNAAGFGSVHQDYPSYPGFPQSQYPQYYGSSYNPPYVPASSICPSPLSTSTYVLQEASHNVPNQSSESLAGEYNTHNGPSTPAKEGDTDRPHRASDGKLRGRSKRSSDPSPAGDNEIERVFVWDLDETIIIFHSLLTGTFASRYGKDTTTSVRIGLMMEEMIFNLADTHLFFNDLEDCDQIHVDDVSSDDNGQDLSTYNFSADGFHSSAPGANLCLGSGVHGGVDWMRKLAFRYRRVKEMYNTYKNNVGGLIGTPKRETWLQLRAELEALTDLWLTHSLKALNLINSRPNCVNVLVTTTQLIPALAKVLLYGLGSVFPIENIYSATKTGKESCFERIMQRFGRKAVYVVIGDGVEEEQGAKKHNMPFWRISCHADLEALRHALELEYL
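Eya2 (0.2 uM) preincubated 10 min at ambient with compound, then OMFP substrate added at 50 uM; 10 min reaction in 50 mM HEPES pH 7.5, 50 mM NaCl, 5 uM MgCl2, 0.05% BSA, 1 mM DTT. Fluorescence read at Ex 485/Em 525 nm.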
B2AR arrestin: qHTS assay of beta-arrestin-biased ligands of beta2-adrenergic receptor. 0.02% of 330,000 active. Potency, µM (series often up to 46.1 µM), inactives show at the top dose activation, hits mostly activators. beta-arrestin recruitment to beta2AR, cell-based reporter;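 also: potency is read from the fitted curve at half-maximal effect; 0% = DMSO controls and full agonism = EC100 isoproterenol or metaproterenol; nearly all actives have a fitted effect of over 65% in size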
Giardia kill: Small Molecules that selectively kill Giardia lamblia: qHTS. activity change, % at 7.66 µM, hits read low. Giardia lamblia trophozoite viability. 0.15% of 340,000 active; in the data active = activity change below about -80%; inconclusive = between about -30% and that limit;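 also: parasites exposed to compound for two days anaerobically before the ATP read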
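Trophozoite viability was measured as ATP-dependent luminescence, read 15-30 min after reagent addition. Before that, parasites at 100 cells/well were exposed to compounds for 48 h, anaerobically, at 37 deg C.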
uPA generation: qHTS for Inhibitors of Cell Surface uPA Generation; cell surface uPA generation assay, qHTS; 0.31% of 330,000 active; Potency, µM (series often up to 38.3 µM), inactives show at the top dose activity change, negative = inhibition, most hits filed as inhibitors; active = well fitted inhibition curve with a large enough effect; inconclusive = small, poorly fitted or top-dose-only effect; inactive = no such curve, though single readings can be large or run the other way; tested in mouse RAW 264.7 cells; also: potency is read from the fitted curve at half-maximal effect; nearly all actives have a fitted effect of over 55% in size
BCR signal inh: qHTS Assay to Find Inhibitors of Chronic Active B-Cell Receptor Signaling. AID 493014, 2011. ABC-DLBCL IkBa-CBG/CBR reporter, luminescence ratio, 4 h. Potency, µM (series often up to 46.1 µM), for inactives: at the highest dose ratio change, negative = lower green/red ratio, hits mostly inhibitors. 0.05% of 340,000 active; active = well fitted inhibition curve with a large enough effect in the signal ratio, with a control signal flat, not every such curve was filed as active; inconclusive = small, poorly fitted or top-dose-only effect, or effect the other way, or a change in a side signal; the % refers to the signal ratio;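 also: potency is read from the fitted curve at half-maximal effect; plate controls were basal doxycycline-induced cells for no effect and cells given 10 µM MG132 for full effect; MG132 reads +100%, hits lower the ratio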
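TMD8 ABC-DLBCL cells carrying doxycycline-inducible green luciferase fused to IkappaBalpha plus unfused red luciferase were exposed to compounds (up to 46 uM) for 4 hrs at 37C. Activity came from the overlap-corrected green/red luminescence ratio.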
KCNH2 3.1 block: qHTS for Inhibitors of KCHN2 3.1: Mutant qHTS; Potassium voltage-gated channel subfamily H member 2, brain isoform KCNH2 3.1 (human); U2OS KCNH2 3.1, thallium flux FluxOr; stronger effect = lower value; activity change, % (tested at about 1.8 µM); 0.95% of 340,000 active; AID 720553, 2013;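 active = maximum activity change below -70%; inconclusive = maximum activity change from -70% to -50%; inactive = maximum activity change above -50%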;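 also: thallium influx rate constant from kinetic fluorescence after stimulation buffer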
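Thallium flux via FluxOr fluorescence (Red40 quencher, 45 min loading) in U2OS cells virally expressing the KCNH2 3.1 isoform (1.77 x 10^8 /mL virus, overnight at 37 C). Rate constants from 2-min kinetic reads post-stimulation, normalised to positive and negative controls.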
GALK inhibitor: qHTS Assay for Inhibitors of Human Galactokinase (GALK) | P51570 | Purified GALK, Kinase-Glo residual ATP luminescence | Potency, µM (highest dose often 57.5 µM), without a hit: at the highest dose activity change, negative = inhibition, usual class: inhibitors | 0.007% of 270,000 active; also: potency is read from the fitted curve at half-maximal effect
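The enzyme phosphorylates galactose (100 uM) using ATP (35 uM); inhibition is detected as higher residual ATP, quantified by bioluminescence after 1 h reaction at room temperature, pH 8.0.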
hERG WT inh: qHTS for Inhibitors of KCHN2 3.1: Wildtype qHTS; activity change, % at 1.84 µM; U2OS, BacMam KCNH2, thallium flux FluxOr; stronger effect = lower value; AID 720551, 2013; 0.37% of 340,000 active;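 active = maximum activity change below -70%; inconclusive = maximum activity change between -70% and -50%; inactive = maximum activity change above -50%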
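U2OS cells transduced with wild-type KCNH2 virus are loaded with FluxOr dye for 45 min, and thallium flux is measured in kinetic reads before and after stimulation buffer. Rate constants are normalized to DMSO controls.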
USP2a block: qHTS Assay for Inhibitors of Ubiquitin-specific Protease USP2a Using CHOP2 as the Reporter | Ubiquitin carboxyl-terminal hydrolase 2 (Homo sapiens), O75604 | USP2 core, Ub-CHOP2 coupled fluorogenic reporter, 485/531 | 0.01% of 330,000 active | Potency, µM (top dose mostly 38.3 µM), without a hit: at the top dose activity change, negative = inhibition, actives largely listed as inhibitors;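 also: potency is read from the fitted curve at half-maximal effect; plate controls were DMSO wells for no effect and full inhibition by NEM control for full effect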
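USP2 core (10nM final) preincubated 30min RT with compound in 20mM Tris-HCl pH 8.0, 2mM CaCl2, 2mM beta-mercaptoethanol, 0.05% CHAPS; 25nM Ub-CHOP2 plus 25nM reporter substrate added, fluorescence (Ex485/Em531) read after 60min.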
Numbers without * were called inactive; [ ] = another dose, or the depositor's remark. Unless noted, calls follow the shape of the dose curve; as a rule, active = well fitted curve in the direction sought with a large enough effect; inconclusive = small, poorly fitted or top-dose-only effect, or another doubt; inactive = no such curve, though single readings can be large; an effect the other way counts as inactive or inconclusive. Unless noted, % is scaled to controls: 0 for no effect and ±100 for the full control effect.

For Cc1cc(C)n(-c2ccc(C(=O)OCC(=O)Nc3ccccc3[N+](=O)[O-])cc2)n1 the results were PKM2 act -2%, FBPA coupling cs 2, Eya2 phos inh -6%, B2AR arrestin -0.7%, Giardia kill -6, uPA generation 0%, BCR signal inh inconclusive, KCNH2 3.1 block -5, GALK inhibitor 1%, hERG WT inh -9 and USP2a block 5%.
`COCCNC(=O)C(c1ccc(F)cc1)N(Cc1ccco1)C(=O)CCC(=O)Nc1ccccn1` (configuration not stated) gave PKM2 act -2%, FBPA coupling cs -2, Eya2 phos inh 5%, B2AR arrestin -0.1%, Giardia kill 17, uPA generation 2%, BCR signal inh -1%, KCNH2 3.1 block 9, GALK inhibitor -4%, hERG WT inh 1 and USP2a block 0%.
Screening O=C(Nc1nnc(-c2ccccn2)o1)c1cccc(Cl)c1 returned PKM2 act -8%, FBPA coupling cs -2, Eya2 phos inh 3%, B2AR arrestin 0.1%, Giardia kill -23, uPA generation 3%, BCR signal inh inconclusive, KCNH2 3.1 block -7, GALK inhibitor -1%, hERG WT inh 7 and USP2a block -1%.
For CCOc1ccc2[nH]c(C(=O)N/N=C/c3ccc(OC)cc3)cc2c1 the results were FBPA coupling cs -1, Eya2 phos inh -3%, B2AR arrestin -0.5%, Giardia kill -21, uPA generation -1%, BCR signal inh inconclusive, KCNH2 3.1 block -3, GALK inhibitor 1%, hERG WT inh -8 and USP2a block 8%.
For O=C(O)CCSc1nnc(-c2ccccc2)n1-c1ccccc1 the results were PKM2 act -6%, FBPA coupling cs 8, Eya2 phos inh -11%, B2AR arrestin -0.1%, Giardia kill 6, uPA generation -1%, BCR signal inh 2%, KCNH2 3.1 block -7, GALK inhibitor 18%, hERG WT inh 1 and USP2a block 0%.
Screening S=C(Nc1ccccc1)Nc1ccc(Cl)cc1Cl returned PKM2 act -12%, FBPA coupling cs 7, Eya2 phos inh -20%, B2AR arrestin -0.1%, Giardia kill -10, uPA generation -2%, BCR signal inh -2%, KCNH2 3.1 block 1, GALK inhibitor 1%, hERG WT inh 7 and USP2a block 2%.
For CCc1ccc(Nc2nnc(SCC(=O)c3ccc4c(c3)NC(=O)CO4)s2)cc1 the results were PKM2 act 9%, FBPA coupling cs 3, Eya2 phos inh 19%, B2AR arrestin -0.1%, BCR signal inh -4%, GALK inhibitor 1% and USP2a block 2%.
Cc1oc2nc(SCC(=O)NCc3cccnc3)nc(N)c2c1C was read as PKM2 act 5%, FBPA coupling cs -1, Eya2 phos inh -16%, B2AR arrestin 0.1%, Giardia kill 10, uPA generation 3%, BCR signal inh -1%, KCNH2 3.1 block -33, GALK inhibitor -1%, hERG WT inh -1 and USP2a block 4%.
`CCOC(=O)c1c(NC(=O)CN2CCN(C(=O)c3ccco3)CC2)sc2c1CCCC2` gave PKM2 act 2%, FBPA coupling cs 0, Eya2 phos inh -12%, B2AR arrestin 2.7%, Giardia kill 32[activator], uPA generation -5%, BCR signal inh inconclusive, KCNH2 3.1 block 11, GALK inhibitor -5%, hERG WT inh -9 and USP2a block -3%.
For O=[N+]([O-])c1c(NCCCO)cc(Sc2nc3ccccc3s2)c2nonc12 the results were PKM2 act -24%, FBPA coupling cs 0, Eya2 phos inh -3%, B2AR arrestin 3.7%, Giardia kill -10, BCR signal inh inconclusive, KCNH2 3.1 block -6, GALK inhibitor 8%, hERG WT inh -12 and USP2a block 1%.
Screening CC(C)c1cc(C(=O)N2CCCC(CCC(=O)N3CCN(c4ccccn4)CC3)C2)no1 (configuration not stated) returned PKM2 act -2%, FBPA coupling cs 1, Eya2 phos inh 4%, B2AR arrestin 4.0%, Giardia kill 0, uPA generation -1%, BCR signal inh 0%, KCNH2 3.1 block 11, GALK inhibitor 3%, hERG WT inh -1 and USP2a block -1%.
`CCOC(=O)C1CCN(S(=O)(=O)c2ccccc2)CC1` gave FBPA coupling cs 2, Eya2 phos inh 12%, B2AR arrestin -0.7%, Giardia kill 4, uPA generation -3%, BCR signal inh -1%, KCNH2 3.1 block 10, GALK inhibitor 2%, hERG WT inh -2 and USP2a block 3%.
Screening COC(=O)/C=C(\C)NC(=O)c1cccs1 returned PKM2 act 5%, FBPA coupling cs 1, Eya2 phos inh 9%, B2AR arrestin 0.5%, Giardia kill -5, BCR signal inh 0%, KCNH2 3.1 block -4, GALK inhibitor 7%, hERG WT inh -6 and USP2a block -1%.
Cc1cc(C)c(SCCc2ccncc2)c(C)c1 was read as PKM2 act 0%, FBPA coupling cs 3, Eya2 phos inh -4%, B2AR arrestin 3.4%, Giardia kill 10, uPA generation -14%, BCR signal inh 1%, KCNH2 3.1 block 26, GALK inhibitor 0%, hERG WT inh 0 and USP2a block -1%.
Screening O=[N+]([O-])c1ccc(NC(=S)N2CCCC2)cc1 returned PKM2 act -5%, FBPA coupling cs 4, Eya2 phos inh 1%, B2AR arrestin 0.4%, Giardia kill -19, uPA generation 2%, BCR signal inh 1%, KCNH2 3.1 block -26, GALK inhibitor -3%, hERG WT inh -20 and USP2a block 2%.
N=c1sccn1CC(=O)Nc1ccc(S(=O)(=O)N2CCOCC2)cc1 was read as PKM2 act 5%, FBPA coupling cs 2, Eya2 phos inh 1%, B2AR arrestin -0.3%, Giardia kill 15, uPA generation -4%, BCR signal inh -1%, KCNH2 3.1 block 3, GALK inhibitor 5%, hERG WT inh 1 and USP2a block inconclusive.
CCCCCCOC(=O)Sc1nc2ccccc2o1 was read as PKM2 act -14%, FBPA coupling cs 3, Eya2 phos inh -27%, B2AR arrestin 0.2%, Giardia kill -7, uPA generation 1%, BCR signal inh inconclusive, KCNH2 3.1 block 8, GALK inhibitor -3%, hERG WT inh -2 and USP2a block -3%.
For O=C1CCC(C(=O)N2CCCCO2)CN1CCc1ccccc1 (configuration not stated) the results were FBPA coupling cs 2, Eya2 phos inh -4%, B2AR arrestin 0.1%, Giardia kill 5, uPA generation 1%, BCR signal inh -3%, KCNH2 3.1 block 1, GALK inhibitor -1%, hERG WT inh 0 and USP2a block -8%.
Screening C=CCn1c(O)c(N=Nc2nc3ccccc3c(=O)n2-c2ccccc2)c2ccccc21 returned PKM2 act -4%, FBPA coupling cs 1, Eya2 phos inh 0%, B2AR arrestin -0.1%, Giardia kill 3, uPA generation -2%, BCR signal inh -6%, KCNH2 3.1 block -6, hERG WT inh -3 and USP2a block 2%.
O=C(COC(=O)C1C2CC3OC(=O)C1C3C2)Nc1ccc(F)cc1 (configuration not stated) was read as PKM2 act 1%, FBPA coupling cs 1, Eya2 phos inh -4%, B2AR arrestin -0.1%, Giardia kill -7, uPA generation 7%, BCR signal inh -7%, KCNH2 3.1 block 0, GALK inhibitor 18%, hERG WT inh 0 and USP2a block 3%.
O=C(COC(=O)/C=C/c1ccc([N+](=O)[O-])cc1)NCC1CCCCC1 was read as Eya2 phos inh -25%, B2AR arrestin -0.4%, Giardia kill 8, uPA generation 2%, BCR signal inh 0%, KCNH2 3.1 block -22, hERG WT inh 36 and USP2a block 5%.
COCCNC(=O)Cn1ccc2cc(S(=O)(=O)N3CCCCC3)ccc21 was read as PKM2 act 1%, FBPA coupling cs 1, Eya2 phos inh 17%, B2AR arrestin 0.3%, Giardia kill -11, uPA generation -5%, BCR signal inh 9%, KCNH2 3.1 block 1, GALK inhibitor -2%, hERG WT inh -3 and USP2a block 2%.

Grouped by structure, those above containing a Cl atom (two)
Screening O=C(Nc1nnc(-c2ccccn2)o1)c1cccc(Cl)c1 returned PKM2 act -8%, FBPA coupling cs -2, Eya2 phos inh 3%, B2AR arrestin 0.1%, Giardia kill -23, uPA generation 3%, BCR signal inh inconclusive, KCNH2 3.1 block -7, GALK inhibitor -1%, hERG WT inh 7 and USP2a block -1%.
Screening S=C(Nc1ccccc1)Nc1ccc(Cl)cc1Cl returned PKM2 act -12%, FBPA coupling cs 7, Eya2 phos inh -20%, B2AR arrestin -0.1%, Giardia kill -10, uPA generation -2%, BCR signal inh -2%, KCNH2 3.1 block 1, GALK inhibitor 1%, hERG WT inh 7 and USP2a block 2%.
